# M5 PAM: potentiates acetylcholine response at human M5 receptor; CHO-K1 hM5, Fluo-8 calcium, ACh EC20 PAM; 0% = ACh EC20, 100% = ACh EC100; P08912; hit rate 0.3% among 360,000; activation, % at 3 µM;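 active means activation above the run cutoff, the mean activation of all test compounds plus 3 SD, cut at about 18% in these data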
# Target sequence (P08912 whole entry, looked up): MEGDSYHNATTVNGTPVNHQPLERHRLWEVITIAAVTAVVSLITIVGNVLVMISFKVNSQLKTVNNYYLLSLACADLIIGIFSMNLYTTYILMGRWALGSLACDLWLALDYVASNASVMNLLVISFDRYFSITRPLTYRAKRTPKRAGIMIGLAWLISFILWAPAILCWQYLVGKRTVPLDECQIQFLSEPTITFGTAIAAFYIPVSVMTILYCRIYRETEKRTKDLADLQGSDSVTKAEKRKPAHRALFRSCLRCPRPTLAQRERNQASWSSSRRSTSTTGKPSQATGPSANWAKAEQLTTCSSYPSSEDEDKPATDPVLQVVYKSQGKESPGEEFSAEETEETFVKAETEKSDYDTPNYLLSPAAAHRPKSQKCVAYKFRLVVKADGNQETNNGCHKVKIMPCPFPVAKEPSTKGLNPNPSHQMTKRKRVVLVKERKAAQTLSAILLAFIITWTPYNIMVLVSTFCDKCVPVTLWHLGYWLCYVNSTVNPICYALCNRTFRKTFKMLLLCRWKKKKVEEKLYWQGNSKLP
#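 Assay system: CHO-K1 hM5 cells. Also added: acetylcholine at EC20 concentration, added after compound. Dosing: 3 µM, single dose. Times: compound preincubation 140 s before EC20 acetylcholine addition. Signal: Fluo-8 calcium fluorescence. Measure: % activation relative to EC20 and EC100 ACh responses. Repeats: singlicate, one well per test compound.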
# CRFBP-R2 agonist: CRF-BP/CRF-R2 complex agonism. AID 588473. HEK293 CRF-R2/CRF-BP, calcium dye fluorescence (FLIPR); percent of saturating CRF peptide response. hit rate 0.46% among 350,000. activation, % at 13.2 µM;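 active means activation of at least 50%, plus an integration ratio under a set limit after plate pattern correction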;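 further: plate controls were neutral control wells without compound for no effect and CRF at EC100 for full effect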
# CHRM1 antagonist: antagonists of human M1 muscarinic receptor; P11229; CHO-K1 hM1, Fluo-8 calcium fluorescence, ACh EC80 antagonist; inhibition, % at 3 µM; hit rate 1.3% among 360,000; AID 588852;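 active means percent inhibition above its own plate's cutoff, namely the mean of that plate's compound wells plus 3 SD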;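 further: peak over basal fluorescence ratio during 140 s after agonist addition; 0% = ACh EC80 plus DMSO and 100% = DMSO alone without agonist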
# Target sequence (P11229 whole entry, looked up): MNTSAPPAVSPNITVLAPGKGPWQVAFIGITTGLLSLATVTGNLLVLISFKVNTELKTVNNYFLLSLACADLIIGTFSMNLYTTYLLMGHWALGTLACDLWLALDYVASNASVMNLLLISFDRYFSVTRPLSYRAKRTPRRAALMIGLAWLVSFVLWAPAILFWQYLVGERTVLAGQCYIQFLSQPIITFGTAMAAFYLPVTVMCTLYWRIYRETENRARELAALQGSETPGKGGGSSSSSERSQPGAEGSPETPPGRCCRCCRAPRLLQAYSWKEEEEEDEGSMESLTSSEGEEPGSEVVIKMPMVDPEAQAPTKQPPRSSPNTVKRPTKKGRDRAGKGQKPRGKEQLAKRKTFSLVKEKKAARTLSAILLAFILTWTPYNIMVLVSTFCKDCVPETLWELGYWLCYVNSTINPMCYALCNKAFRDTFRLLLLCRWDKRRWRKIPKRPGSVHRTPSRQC
# CHRM5 agonist: CHRM5 agonism in calcium assay; P08912; CHO-K1 hM5 cells, Fluo-8 calcium fluorescence; 0% DMSO wells, 100% maximal acetylcholine response; activation, % at 3 µM; hit rate 0.19% among 360,000;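 active means activation above the run's mean over test compounds plus 3 SD, cut at about 23% in these data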;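 further: signal is peak over basal fluorescence ratio across the kinetic read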
# M4 ag: CHRM4 agonism in calcium assay; P08173; activation, % at 3 µM; CHO-K1 hM4/Gqi5, Fluo-8 calcium fluorescence; vehicle 0%, full acetylcholine response 100%; hit rate 0.14% among 360,000;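 active means activation above the run mean over all test wells plus 3 SD, cut at about 32% in these data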;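 further: peak over basal fluorescence ratio per well then scaled between controls; 0% = DMSO wells and 100% = acetylcholine at EC100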
# M4 PAM: CHRM4 positive allosteric modulation; activation, % at 3 µM; hit rate 0.4% among 360,000; CHO-K1 hM4/Gqi5, Fluo-8 calcium fluorescence, ACh EC20; 0% = ACh EC20, 100% = maximal ACh; AID 624126;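 active means activation above its plate's cutoff, the mean activation of sample wells plus 3 SD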; further: some results filed as inactive read as strong as hits
# M5 antag: CHRM5 antagonism in calcium assay; CHO-hM5 cells, Fluo-8 calcium fluorescence, ACh EC80; inhibition, % at 3 µM; hit rate 0.59% among 360,000;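 active means inhibition above a per-plate cutoff, the mean of that plate's test compounds plus 3 SD, cut at about 27% in these data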;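 further: 0% = acetylcholine EC80 with DMSO and 100% = DMSO without agonist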
# CHRM4 antagonist: CHRM4 antagonism in calcium assay; P08173; CHO-hM4 cells, ACh EC80, Fluo-8 calcium fluorescence; inhibition, % at 3 µM; hit rate 0.73% among 360,000; AID 624125;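 active means inhibition above its plate's cutoff, the mean inhibition of sample wells plus 3 SD, cut at about 27% in these data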;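 further: 0% = acetylcholine EC80 with DMSO and 100% = DMSO without agonist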
# CHRM1 PAM: human CHRM1 positive allosteric modulation; CHO-K1 hM1, Fluo-8 calcium fluorescence, ACh EC20; 0% = ACh EC20, 100% = maximal ACh; hit rate 0.088% among 360,000; activation, % at 3 µM; P11229; AID 588819; in the data active means activation above about 19%, passing the limit was not always enough
# Starred values were filed as active, the others as inactive; nt = no result given. Hits appear at their usual frequency (roughly 2.8% active in at least one column).
Structure,M5 PAM,CRFBP-R2 agonist,CHRM1 antagonist,CHRM5 agonist,M4 ag,M4 PAM,M5 antag,CHRM4 antagonist,CHRM1 PAM
CCN1CCN(CC(=O)Nc2sc3c(c2C#N)CCC3)CC1,6,-1.2,5,-6,2,17*,-10,-10,4
Cc1ccc2ncnc(NCCCCCC(=O)O)c2c1,-3,-1.5,2,-1,1,-2,-4,0,-5
Cc1ccccc1OCCCC(=O)Nc1ccc(S(=O)(=O)Nc2onc(C)c2C)cc1,2,0.1,1,-5,0,6,-4,-7,6
c1ccc(Nc2nnc(SCc3cccc4ccccc34)s2)cc1,-4,0.9,8,-1,1,7,-2,11,-7
Cc1cc(C)cc(NC(=O)N2C3CCCC2CC(NC(=O)C2CC2)C3)c1 (centres undefined),0,-0.1,0,-3,0,-7,14,-2,-3
CCOC(=O)c1c(C)nc2c(c1-c1ccc(OC)c(OC)c1)C(=O)c1ccccc1-2,-4,1.4,3,0,2,-6,1,-3,-7
C=CCOc1ccc(/C=C2\SC(=S)N(NS(=O)(=O)c3ccc(C)cc3)C2=O)cc1,-2,-0.4,-3,-1,0,-2,-1,-3,4
CC(C)SC1=NC(C)(C)C=C(/C=C/c2ccc(Cl)cc2Cl)N1,8,0.7,3,-3,1,11,11,4,-10
CC(=O)N1c2ccc(S(=O)(=O)N3CCC(C(=O)NC4CCC(C)CC4)CC3)cc2CC1C (centres undefined),4,-2.7,19,-2,3,2,-11,-4,-6
O=C(NC1CC(=O)N(c2ccccc2)C1)C1CC1 (centres undefined),10,3.3,-8,-4,3,7,-2,-5,8
COc1ccc(OC)c(Cc2nnc(CCC(=O)N3CCCCC3c3nccs3)o2)c1 (centres undefined),-1,-1.1,-11,-7,0,-6,10,-6,4
Cn1c(=O)[nH]c(Nc2ccccc2)c([N+](=O)[O-])c1=O,-12,-2.2,0,-2,6,-6,10,5,5
CCc1ccc(C(=O)c2oc3nc(C)cc(C)c3c2N)cc1,-10,-0.1,-2,2,0,-4,2,4,6
O=C(c1ccc(Cl)c(Cl)c1)N(Cc1ccco1)c1ccc(O)cc1,-7,-1.0,8,-5,4,-5,-4,-13,-2
CCCCn1c(N)c(N(CCC(C)C)C(=O)COC(=O)c2ccc(CC)cc2)c(=O)[nH]c1=O,4,6.6,4,3,0,17,2,-3,16
CCC(=O)Nc1ccc(C(=O)CSc2nnc(-c3ccc(O)cc3)n2CC2CCCO2)cc1 (centres undefined),0,-2.7,10,0,0,10,6,-14,-5
CCOc1ccc(-c2noc(CCC(=O)NC3CCCCC3)n2)cc1OC,-1,-1.9,-19,-1,1,8,5,-8,17
O=c1[nH]c2c(c(=O)n1Cc1ccccc1)CCC2,0,2.5,-17,-2,1,-4,1,-8,3
COc1cc2[nH]c(-c3ccc(C)cc3)cc(=O)c2cc1OC,-2,-2.6,-4,-1,1,4,20,3,7
COc1ccc(-c2nnc3sc(CN4C(=O)c5ccccc5C4=O)nn23)cc1,7,0.2,7,-3,0,10,1,4,4
C=CCOC(=O)c1ccc(-n2cncn2)nc1,0,0.2,1,-7,1,-1,4,7,4
Cc1ccc(C(=O)NNC(=O)CSc2nnc(-c3ccccc3)n2Cc2ccccc2)cc1,2,-0.3,-1,-4,0,1,2,8,0
CCOc1ccc(/C(O)=C2/C(=O)C(=O)N(CCCN3CCOCC3)C2c2ccc(F)cc2)cc1C (centres undefined),-2,0.8,-20,-2,0,1,0,-7,8
C=CCc1ccc(OCC(O)CN2CCc3ccccc3C2)c(OC)c1 (centres undefined),1,-2.2,-7,-11,4,-7,-13,-3,6
CCCCn1c(N)c(N(CCOC)C(=O)c2ccc(S(=O)(=O)N3CCC(C)CC3)cc2)c(=O)[nH]c1=O,2,-0.7,1,-4,0,-7,-3,2,2
O=C1OCCC1=Cc1ccccc1,6,-0.3,0,4,0,1,-7,-1,-2
O=C1NC(=O)C2C3c4ccccc4C(c4ccccc43)C12 (centres undefined),5,0.8,-10,-2,0,2,-2,-7,9
COc1ccc(C(=O)n2nnc3ccccc32)cc1Br,-3,0.9,6,0,0,2,7,1,1
Cn1c(CCNC(=O)c2ccccc2F)nnc1SCc1nc2ccccc2c(=O)[nH]1,-7,-0.6,-46,1,1,19,-1,-12,30*
O=C(COC(=O)C1CC1)Nc1ccc(Cl)cc1Cl,-6,0.5,3,-1,1,14,0,-24,5
COc1ccc(C2c3ccc(O)cc3Oc3ncn(CCN4CCOCC4)c(=N)c32)cc1OC (centres undefined),5,-2.9,-15,4,1,-6,-5,11,-2
COc1ccc(CNC(=O)Cn2ccc([N+](=O)[O-])n2)cc1OC,-3,-0.5,3,0,0,-5,-1,8,0
CCN(CC(=O)Nc1sc2c(c1C#N)CCCC2)CC(=O)NC1CCS(=O)(=O)C1 (centres undefined),5,0.7,-16,4,1,8,0,2,9
Cc1ccccc1-c1cc(C(=O)NCc2cccc(C(F)(F)F)c2)n(CC2CC(c3cccnc3)=NO2)n1 (centres undefined),-33,0.6,16,-7,16,-10,-3,-2,-17
CN(Cc1ccc(F)cc1Cl)S(=O)(=O)c1cccs1,1,0.2,-7,-6,-1,-9,1,-1,5
CCOc1ccccc1CN1CCN(Cc2cc(=O)c3ccccc3[nH]2)CC1CCO (centres undefined),-5,-1.6,-18,-11,0,3,18,-1,5
O=C1CC(NC(=O)C(F)(F)F)=NN1c1ccccc1,-7,-2.1,-1,-3,3,10,-2,-5,9
N#CC1(c2ccccc2)CCCN1C(=O)c1ccc(Br)o1 (centres undefined),9,-2.9,-13,0,2,6,-6,0,4
CC1(C)CC(=O)C(C(c2cccnc2)C2C(=O)CC(C)(C)CC2=O)C(=O)C1,0,0.4,-8,0,0,1,0,-1,14
C=CCn1c(NCc2cc(Cl)ccc2O)nc2ccccc21,-3,-1.0,-5,0,9,-8,9,10,3
C=CCSc1nnc2c(n1)OC(c1cccnc1)Nc1ccccc1-2 (centres undefined),3,-0.6,-23,-1,1,5,-7,-1,1
CCOCCn1c(=O)c2c(nc3n2CC(C)CN3CCc2ccccc2)n(C)c1=O (centres undefined),-1,-1.9,-2,-2,3,5,8,3,6
COc1ccccc1S(=O)(=O)Cc1ccc(C(=O)NCc2cccnc2)o1,-4,5.3,-6,1,1,-1,2,-13,1
O=C(CCC1CCCN(C(=O)c2ccc3c(c2)OCO3)C1)N1CCN(c2ccccn2)CC1 (centres undefined),-2,-0.3,-7,-2,3,1,9,3,7
COc1ccc(/C=N/OC(=O)Nc2ccc(Cl)cc2)c(OC)c1,8,-3.1,-7,9,8,-11,-13,-11,17
COc1cccc(-c2nn3c(-c4ccccn4)nnc3s2)c1,-4,-1.2,-2,1,3,-9,-8,-6,-5
CN1C2CCC1CC(NS(=O)(=O)c1cccc(C(F)(F)F)c1)C2 (centres undefined),0,-2.1,1,-6,0,-8,0,5,-1
CC(C)C(=O)NN1c2ccccc2CCc2ccccc21,11,-2.2,-7,1,0,-4,8,9,4
CN1/C(=c2/s/c(=C3/C(=O)N(c4ccccc4)NC3=Nc3ccccc3)n(C)c2=O)C(C)(C)c2ccccc21,-15,-1.3,12,-1,7,-9,13,9,-3
COc1ccc(N(C)S(=O)(=O)c2cccc(C(=O)Nc3nc(C)cs3)c2)cc1,-16,-0.3,5,3,16,-7,11,7,-2
CCOC(=O)c1sc(NC(=O)COc2ccc3c(c2)OCO3)nc1C,-4,-1.0,-4,-3,1,3,9,-7,2
O=C(O)c1cccc(NC(=O)c2cc(NC(=O)c3ccccc3)cc(NC(=O)c3ccccc3)c2)c1,10,0.2,-10,5,0,0,-6,-1,4
COc1cc(/C=N/OCC(=O)Nc2ccc(OC(F)F)cc2)ccc1OCc1ccccc1,-11,1.1,13,-1,4,-24,6,14,-8
Cc1cc(OCC(=O)NCc2cccnc2)c2c(C)cc(=O)oc2c1,1,-1.0,-14,-2,0,3,-8,1,12
CCOC(=O)c1ccc(NC(=S)NCc2cccnc2)cc1,-8,0.8,-3,2,6,-6,7,4,5
O=C(OC1CC2CC1[C@H]1CCCCN1C2=O)N1CCN(C(=O)c2ccccc2)CC1 (some centres undefined),-2,nt,nt,2,3,3,-4,-5,nt
Cc1c(C)n(CCCN(C)C)c2ncnc(Nc3ccc(F)cc3)c12,-2,0.1,18,-6,0,-4,14,-2,-10
CCOc1ccc(S(=O)(=O)N(CC(=O)N2CCC(C(N)=O)CC2)c2ccc(F)cc2)cc1,2,2.2,-18,-5,1,11,2,-9,13

# In the list so far, these contain bromine:
Structure,M5 PAM,CRFBP-R2 agonist,CHRM1 antagonist,CHRM5 agonist,M4 ag,M4 PAM,M5 antag,CHRM4 antagonist,CHRM1 PAM
COc1ccc(C(=O)n2nnc3ccccc32)cc1Br,-3,0.9,6,0,0,2,7,1,1
N#CC1(c2ccccc2)CCCN1C(=O)c1ccc(Br)o1 (centres undefined),9,-2.9,-13,0,2,6,-6,0,4

# By substructure: the compounds so far containing fluorine (9)
Structure,M5 PAM,CRFBP-R2 agonist,CHRM1 antagonist,CHRM5 agonist,M4 ag,M4 PAM,M5 antag,CHRM4 antagonist,CHRM1 PAM
CCOc1ccc(/C(O)=C2/C(=O)C(=O)N(CCCN3CCOCC3)C2c2ccc(F)cc2)cc1C (centres undefined),-2,0.8,-20,-2,0,1,0,-7,8
Cn1c(CCNC(=O)c2ccccc2F)nnc1SCc1nc2ccccc2c(=O)[nH]1,-7,-0.6,-46,1,1,19,-1,-12,30*
Cc1ccccc1-c1cc(C(=O)NCc2cccc(C(F)(F)F)c2)n(CC2CC(c3cccnc3)=NO2)n1 (centres undefined),-33,0.6,16,-7,16,-10,-3,-2,-17
CN(Cc1ccc(F)cc1Cl)S(=O)(=O)c1cccs1,1,0.2,-7,-6,-1,-9,1,-1,5
O=C1CC(NC(=O)C(F)(F)F)=NN1c1ccccc1,-7,-2.1,-1,-3,3,10,-2,-5,9
CN1C2CCC1CC(NS(=O)(=O)c1cccc(C(F)(F)F)c1)C2 (centres undefined),0,-2.1,1,-6,0,-8,0,5,-1
COc1cc(/C=N/OCC(=O)Nc2ccc(OC(F)F)cc2)ccc1OCc1ccccc1,-11,1.1,13,-1,4,-24,6,14,-8
Cc1c(C)n(CCCN(C)C)c2ncnc(Nc3ccc(F)cc3)c12,-2,0.1,18,-6,0,-4,14,-2,-10
CCOc1ccc(S(=O)(=O)N(CC(=O)N2CCC(C(N)=O)CC2)c2ccc(F)cc2)cc1,2,2.2,-18,-5,1,11,2,-9,13

# Screening results (PubChem BioAssay)
